Bioassay records from PubChem.
TR-FRET SRC-2 ct = counter-screen for PPARgamma SRC-2 recruitment agonists: TR-FRET artefact. AID 1049. TR-FRET ratio at 8 µM. hit rate 0.4% among 200,000. active compounds read high; in the data active = TR-FRET ratio above about 2000; also: inactives centre near 1500
ROMK mod = modulators of human ROMK potassium channel | Tet-inducible ROMK, thallium flux fluorescence; actives lie on both sides | B-score at 10 µM | hit rate 2% among 130,000;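 active = signal ratio slope over the read window, or its plate-corrected B-score, at least 3 SD from the plate mean, either direction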;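 also: B-score of the F/F0 ratio slope over 7 to 12 s after thallium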
STAT1 inh = STAT1 signaling inhibition; NIH 3T3 STAT1-luciferase reporter, IFN-gamma, luminescence; inhibition, % at 5.5 µM; hit rate 0.35% among 200,000; AID 920;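 active = inhibition above a set limit, the mean inhibition across all tested compounds plus 3 SD, cut at about 34% in these data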;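 also: 0% = IFN-gamma with DMSO and 100% = IFN-gamma with 300 µM nifuroxazide; values of inactives mirror those of a sister screen read the other way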
PPARg SRC3 recr = PPARgamma-driven SRC-3 recruitment agonism. biochemical PPARgamma/SRC-3 coactivator recruitment assay. activation, % at 8 µM. hit rate 0.26% among 200,000. AID 731; in the data active = activation above about 23%;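 also: 0% = DMSO and 100% = reference agonist; some compounds past the cut are filed as inactive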
Target sequence (P37231 whole entry, looked up): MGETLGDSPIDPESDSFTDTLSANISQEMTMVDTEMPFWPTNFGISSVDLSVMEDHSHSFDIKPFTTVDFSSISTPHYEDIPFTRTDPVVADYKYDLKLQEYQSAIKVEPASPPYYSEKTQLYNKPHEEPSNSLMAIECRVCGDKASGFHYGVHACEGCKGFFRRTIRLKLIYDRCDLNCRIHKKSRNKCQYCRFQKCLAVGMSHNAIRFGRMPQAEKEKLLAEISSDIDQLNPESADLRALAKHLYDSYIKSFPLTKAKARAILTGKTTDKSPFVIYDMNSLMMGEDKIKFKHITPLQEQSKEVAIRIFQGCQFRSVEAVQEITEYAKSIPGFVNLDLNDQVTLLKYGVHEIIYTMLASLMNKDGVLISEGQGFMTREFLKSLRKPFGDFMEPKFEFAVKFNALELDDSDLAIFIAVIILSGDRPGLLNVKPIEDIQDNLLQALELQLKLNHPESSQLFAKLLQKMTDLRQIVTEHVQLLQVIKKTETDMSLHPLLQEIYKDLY
bIAP activator = increases bovine intestinal alkaline phosphatase activity. purified bovine IAP, CDP-star luminescence, 30 min; active compounds read high; fold of DMSO-control signal, blank-subtracted. activation factor at 20 µM. hit rate 0.17% among 200,000. AID 1016;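 active = activation factor of 2 or more at 20 µM, a signal rise over negative controls twice the positive control's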
PPARg SRC2 recr = agonists of SRC-2 recruitment by human PPARgamma. P37231. PPARgamma LBD-SRC-2 recruitment, biochemical. activation, % at 8 µM. hit rate 0.34% among 200,000; in the data active = activation above about 22%;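 also: 0% = vehicle and 100% = reference agonist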
PPARg SRC-1 ag = promotes SRC-1 coactivator recruitment by human PPARgamma; activation, % at 8 µM; P37231; AID 631; PPARgamma-SRC-1 coactivator recruitment biochemical assay; hit rate 0.41% among 200,000; in the data active = activation above about 19%;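 also: 0% = DMSO and 100% = reference agonist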
STAT3 inh = STAT3 signaling inhibition; hit rate 0.89% among 190,000; inhibition, % at 5.5 µM; U3A cells, IL-6 STAT3-luciferase reporter, luminescence; host cell line lacks STAT1;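 active = inhibition above the mean inhibition across all screened compounds plus 3 SD, cut at about 44% in these data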;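 also: 0% = DMSO only wells and 100% = 100 µM nifuroxazide control wells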
bIAP inh = intestinal alkaline phosphatase (bovine) inhibition; AID 1019; purified bovine IAP, CDP-star luminescence, 30 min; inhibition, % at 20 µM; 190,000 tested, under 10 active;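 active = over 50% inhibition of intestinal alkaline phosphatase at 20 µM in the single-dose screen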
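test system = bovine IAP enzyme | medium = DEA buffer 100 mM, pH 9.8, with MgCl2 1.0 mM, ZnCl2 0.02 mM | detection = luminescence | dosing = single compound dose of 20 µM, 2% DMSO final | incubation = 30 min reaction at room temperature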
TNAP act hi DEA = activators of human TNAP at high phosphate acceptor concentration; P05186; activation factor at 20 µM; purified TNAP, CDP-star luminescence, 1 M DEA, 30 min; active compounds read high; 0 = EDTA background, 1 = DMSO-only activity; 200,000 tested, under 10 active; AID 1136;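 active = activation factor at least 2 at 20 µM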
Target sequence (P05186 whole entry, looked up): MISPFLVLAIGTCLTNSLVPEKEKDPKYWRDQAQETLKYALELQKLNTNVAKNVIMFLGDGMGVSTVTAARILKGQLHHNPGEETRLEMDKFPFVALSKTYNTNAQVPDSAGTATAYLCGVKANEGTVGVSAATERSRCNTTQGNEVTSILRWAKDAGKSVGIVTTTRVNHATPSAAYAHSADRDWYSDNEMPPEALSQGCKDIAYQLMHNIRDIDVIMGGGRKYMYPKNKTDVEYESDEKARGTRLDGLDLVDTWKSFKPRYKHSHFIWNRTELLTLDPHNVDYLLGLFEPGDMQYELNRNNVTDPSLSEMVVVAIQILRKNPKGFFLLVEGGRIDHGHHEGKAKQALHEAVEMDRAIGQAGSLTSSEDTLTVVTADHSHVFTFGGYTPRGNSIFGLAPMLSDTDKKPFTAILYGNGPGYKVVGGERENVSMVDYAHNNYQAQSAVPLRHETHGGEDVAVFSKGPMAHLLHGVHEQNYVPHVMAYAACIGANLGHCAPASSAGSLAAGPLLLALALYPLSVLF
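Test system – human TNAP · Doses – 20 µM single point · Incubation – 30 min, room temperature · Signal – luminescent substrate turnover signal · Read-out basis – activation factor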
STAT3 act = activators of IL-6 induced STAT3 signaling | AID 871 | U3A cells, IL-6 STAT3-luciferase reporter, luminescence; 100% = signal with IL-6 EC80 alone | activation (% of control), % at 5.6 µM | hit rate 0.91% among 190,000;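 active = activation above the screen-wide mean of compound activation plus 3 SD, cut at about 130% in these data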;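 also: 0% = background luminescence of wells with medium and substrate only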
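Material: STAT3-luciferase reporter U3A cells. Controls: IL-6-treated wells, 100% activation. Read-out: % activation versus median of IL-6-stimulated wells. Probe or stimulus: IL-6 stimulus at 33 ng/mL final. Timing: compound 1 h, then IL-6 6 h at 37 °C. Signal: reporter luminescence signal.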
Numbers without * were called inactive; / = no result given.

SMILES	TR-FRET SRC-2 ct	ROMK mod	STAT1 inh	PPARg SRC3 recr	bIAP activator	PPARg SRC2 recr	PPARg SRC-1 ag	STAT3 inh	bIAP inh	TNAP act hi DEA	STAT3 act
O=C(NCc1ccc2c(c1)OCO2)Nc1ccc2nsnc2c1	2378*	-1.8	-2	13	1	67*	12	15	-3	1.1	91
O=C(N/N=C/c1ccccn1)c1ccc(N/N=C/c2ccccn2)cc1	1479	-1.9	-3	1	0.9	10	2	19	8	0.8	88
CCOC(=O)c1cnc(-n2nc(C)cc2C)nc1NCc1ccc2c(c1)OCO2	1520	0.48	9	-3	0.9	3	13	15	8	1.1	91
N#CC1=C(S)N(c2ccc(F)cc2)C2(CCCCC2)NC1=O	1584	-0.49	1	5	1.1	4	4	4	-7	1	101
Cc1c(CCOC(=O)C2C3CC4CC(C3)CC2C4)sc[n+]1CC(=O)c1ccc(Br)cc1 (centres undefined)	1476	/	0	10	0.8	7	1	-11	18	0.8	110
Cc1cc(C)nc(SCc2nnc(SCC(=O)O)n2-c2ccccc2)n1	1557	-0.25	-13	-1	1.1	-3	7	1	-14	1.1	103
NS(=O)(=O)c1ccc(N2N=C(c3ccc(Br)cc3)CC2c2ccc(F)cc2)cc1 (centres undefined)	1564	/	8	2	0.9	3	2	17	12	1.2	91
O=C(NCc1ccccn1)C(=O)C1C(=O)Nc2ccccc21 (centres undefined)	1266	1.4	0	-1	0.9	-8	-5	-14	10	1	111
c1ccc(Oc2cc(-c3ccccc3)nc(-c3ccccc3)n2)cc1	1737	/	2	1	0.9	10	1	2	10	1	98
Cc1cccc(-n2c(O)c(C=Nc3cc(O)ccc3C)c3ccccc3c2=O)n1	1483	-1.2	1	3	1.1	-5	3	15	-7	0.7	89
O=C(CC12CC3CC(CC(C3)C1)C2)NCc1ccco1	1408	0.01	3	-2	1	-1	-2	4	1	1	102
O=C(COc1cccc(Br)c1)NN=C1c2ccccc2-c2ccccc21	1625	/	-2	-3	0.8	3	7	2	23	1	94
CCN(CC)CCNC(=O)C(=O)NCC1OCCN1C(=O)c1ccc2c(c1)OCO2 (centres undefined)	1649	/	9	3	1	14	6	3	3	1	100
CC(NC(=O)C1CCCN1C(=O)OCc1ccccc1)c1ccccc1 (centres undefined)	1707	0.069	-7	4	1	2	-1	-2	3	1	104
Cc1ccc(OCCOc2cccc3ccc(C)nc23)c([N+](=O)[O-])c1	1385	-1.1	7	3	1.2	-1	0	6	-16	1	99
CC1(C)CC(=O)C2=C(C1)NC1=C(C(=O)c3ccccc31)C2c1cccnc1 (centres undefined)	1595	-1	7	4	0.8	3	0	14	17	0.9	95
Cc1ccc(N/C=C2\C(=O)C3(C)CCC2C3(C)C)cc1C (centres undefined)	1405	/	-8	-1	1	-4	1	2	-2	1	101
Cc1ccc(C(=O)N/N=C/c2cc(C)n(-c3ccc(Br)cc3)c2C)cc1[N+](=O)[O-]	1330	-0.74	5	2	1	-2	8	10	4	1	98
O=C(CN1CCOCC1)N1CCCc2c1c(=O)oc1ccc(OCc3ccccc3)cc21	1520	1.5	0	8	1	10	2	8	-3	1	96
O=C(CN1C(=O)/C(=C/c2c(F)cccc2Cl)Oc2ccccc21)NCc1ccco1	1437	/	8	-1	0.9	-8	-12	-61	13	1	154*
Cc1cccc(C(=O)Nc2ccc(O)c3c(=O)cc(-c4ccccc4Cl)oc23)c1	1456	-0.29	-12	-1	1.2	9	4	6	-22	1	92
Cc1cc(C)cc(C(=O)NC(=S)Nc2ccc3[nH]c(=O)[nH]c3c2)c1	1738	0.0075	8	3	0.7	8	-2	0	33	1	100
O=C(NCCc1ccccc1)C(=O)NCC1CCCO1 (centres undefined)	1591	-0.36	1	9	0.8	2	3	-16	22	1	120
CCS(=O)(=O)N1CCN(Cc2nc3ccccc3c(=O)[nH]2)CC1	1753	0.13	5	4	1	8	7	-8	2	1.1	110
CC1=CSC2=NC(=O)/C(=C\c3cccn3-c3ccccc3)C(=N)N12	1753	-0.047	4	3	0.9	1	8	11	11	0.9	89
CCC(=O)NC1CCN(C(=S)NC)CC1	1441	0.18	1	2	0.9	6	-2	-6	6	1.1	107
CCn1c(C)cc2c(c1=O)C(c1ccccc1)C(C(=O)OC)=C(N)O2 (centres undefined)	1440	/	-2	-6	0.9	-3	-6	12	8	1.1	100
COC(=O)c1[nH]c2cc(OC)ccc2c1NC(=O)c1ccc2c(c1)OCO2	1644	-0.091	-2	-2	1	-3	4	19	4	1	88
COCc1cc(C)nc2sc(C(=O)OC(C)C)c(N)c12	1611	-0.35	-5	8	1.1	-6	-5	13	-9	1.1	92
CC(=O)C1=C(C)NC(SCC(N)=O)=C(C#N)C1c1sccc1C (centres undefined)	1708	/	3	13	1	13	7	5	-2	1.1	99
CCOC(=O)N1CCC(Nc2c(N3CCN(c4cccc(C(F)(F)F)c4)CC3)c(=O)c2=O)CC1	1625	0.37	8	8	1	4	6	3	-4	1	99
Cc1ccc(C)n1-c1sccc1C(=O)O	1497	/	6	2	0.9	-8	5	0	13	1	101
C/C(=N/N=C1/NC(=O)CC(C(=O)Nc2ccccc2)S1)c1cccs1 (centres undefined)	1628	0.93	-10	6	1	0	7	4	-4	1	95
Cn1c(-c2c(N)n(CCc3ccccc3)c3nc4ccccc4nc23)nc2ccccc21	1607	-1.7	8	11	1.4	-1	7	-35	-39	1	126
Cc1c(NC(=O)CSc2ncccn2)c(=O)n(-c2ccccc2)n1C	1748	-0.075	-9	0	1	2	6	4	-4	1	102
NCCCN1CCOCC1	1386	0.18	0	4	1.1	6	-4	-2	-9	1.1	102
Cc1cc(NC(=O)c2oc3ccccc3c2C)ccc1-n1cnnn1	1544	/	-11	21	0.9	-4	0	10	8	1	94
COCc1nn2c(N)c(C#N)cnc2c1-c1ccccc1	1600	0.081	7	9	0.9	3	2	-7	5	1	109
O=C(CSc1ccc(Cl)cc1)c1ccco1	1597	-0.49	7	-7	1	3	12	17	4	1	87
Cc1ccc(C(=O)Nc2ccccc2-c2ccccc2)cc1S(=O)(=O)Nc1cccc(C)c1C	1522	0.04	-1	-5	1	-7	2	2	-4	1	102
CCOC(=O)c1c[nH]c2c3c(ccc2c1=O)CCCC3	1458	/	4	-3	1	2	4	12	3	1	93
O=C(CCNC(=O)c1ccccc1Cl)Nc1ccc2c(c1)OCO2	1493	0.56	-6	5	0.9	9	6	3	7	1	98
COc1ccccc1CC(=O)Nc1cccc2c1CCCC2	1426	-1.4	-1	4	1	10	-2	22	-3	1	87
C/C(N)=C(/C#N)C(=O)CSc1nnnn1-c1ccc(C)cc1C	1520	/	7	9	0.9	5	0	39	8	1.1	71
CCOc1ccccc1N(C(=O)Nc1ccc(Cl)cc1)C1=NCCS1	1811	/	-6	3	0.9	2	2	8	6	0.9	93
CCCC(=O)Nc1sc(C)c(-c2ccc(C(C)CC)cc2)c1C#N (centres undefined)	1658	/	15	2	1	5	8	38	-1	1	71
CCc1nc2ccccc2c(=O)n1NC(=O)c1c(O)c2ccccc2[nH]c1=O	1679	/	6	1	1.1	5	7	8	-6	1.1	99
O=C(NCCc1ccccn1)c1ccc(S(=O)(=O)N2CCCCCC2)cc1	1555	/	2	0	0.9	4	-8	5	6	1.1	103
Cn1nnnc1SCC(=O)N1CCCc2ccccc21	1502	0.03	1	17	1	7	0	3	-2	1	100
CN(C)c1cccc2c(C=C(C#N)C#N)ccc(N(C)C)c12	1448	/	-3	-1	1	-8	0	-6	-5	0.7	107
O=C1C=C(O)CC(c2ccco2)C1 (centres undefined)	1372	0.0052	-2	-3	0.9	1	2	-6	11	1	108
Cc1ccc(C(=O)O)c(C(=O)Nc2nc(C)cs2)c1	1533	-0.0031	2	4	1	12	12	1	4	1.1	100
C=CCOc1ccc(C2NC(=S)NC(c3ccccc3)=C2C(C)=O)cc1OC (centres undefined)	1716	0.66	-7	1	1	7	6	3	4	1	106
O=S(=O)(Nc1ccc2c(c1)OCCO2)c1cccs1	1546	0.32	-3	4	0.9	11	2	20	9	1	86
N#C/C=C(/N)N1CCN(c2ccc(Cl)c(Cl)c2)CC1	1381	/	5	5	0.8	-3	-10	6	24	1	99
CCOc1ccc(-c2n[nH]c(C)c2Oc2ccccc2OC)c(O)c1	1465	0.67	0	0	1.6	-5	0	9	-58	1	99
CCOc1ccc(NC(=O)CN2CCN(C3c4ccccc4-c4ccccc43)CC2)cc1	1562	/	-1	8	1	9	2	8	4	1	96
CCCCSc1nnc(-c2ccccc2N)c(=O)[nH]1	1402	/	-18	0	0.9	-1	-6	-16	11	1	116
COc1ccc(Nc2oc(-c3ccc(Cl)cc3)nc2C#N)cc1	1634	/	-81	4	1	2	1	-6	3	1	109
CC1(C)CC(CC(=O)Nc2nccs2)(c2ccccc2)CCO1 (centres undefined)	1556	/	7	1	1.1	8	1	21	-14	1	85

Other records:
SMILES	TR-FRET SRC-2 ct	ROMK mod	STAT1 inh	PPARg SRC3 recr	bIAP activator	PPARg SRC2 recr	PPARg SRC-1 ag	STAT3 inh	bIAP inh	TNAP act hi DEA	STAT3 act
Cc1ccccc1NC(=O)C(C)c1cccc(C(=O)c2ccccc2)c1 (centres undefined)	1519	-0.92	10	11	0.9	5	1	-5	11	1	111
CCC(Oc1ccccc1)C(=O)Nc1ccc(S(=O)(=O)Nc2cnc3ccccc3n2)cc1 (centres undefined)	1551	/	-8	8	0.8	11	1	6	18	1	101
Cc1ccc(-c2nc(N/N=C/c3cccc([N+](=O)[O-])c3)c3ccccc3n2)cc1	1592	/	5	-7	0.7	12	-2	-5	28	1	109
CN(C)C(=O)CSc1nnc(Cc2ccc([N+](=O)[O-])cc2)o1	1484	/	-5	3	1	1	1	6	0	1	104
O=C(CN1C(=O)CSc2cc(S(=O)(=O)N3CCCCCC3)ccc21)NCCc1ccccc1	1648	-5.5*	4	4	1	8	6	2	-2	1	107
COC(=O)c1sccc1NC(=O)c1ccoc1C	1597	-0.58	-12	6	0.9	-4	0	20	6	1.1	89

Reformatted bar-delimited: entries from further up.
Molecule | TR-FRET SRC-2 ct | ROMK mod | STAT1 inh | PPARg SRC3 recr | bIAP activator | PPARg SRC2 recr | PPARg SRC-1 ag | STAT3 inh | bIAP inh | TNAP act hi DEA | STAT3 act
NCCCN1CCOCC1 | 1386 | 0.18 | 0 | 4 | 1.1 | 6 | -4 | -2 | -9 | 1.1 | 102
CCOC(=O)c1c[nH]c2c3c(ccc2c1=O)CCCC3 | 1458 | / | 4 | -3 | 1 | 2 | 4 | 12 | 3 | 1 | 93
CCOc1ccc(-c2n[nH]c(C)c2Oc2ccccc2OC)c(O)c1 | 1465 | 0.67 | 0 | 0 | 1.6 | -5 | 0 | 9 | -58 | 1 | 99
CN(C)C(=O)CSc1nnc(Cc2ccc([N+](=O)[O-])cc2)o1 | 1484 | / | -5 | 3 | 1 | 1 | 1 | 6 | 0 | 1 | 104
